Assay outcomes (PubChem BioAssay)
RGS4 inh: inhibitors of human regulator of G protein signaling 4. P49798. 0.039% of 390,000 active. Transcreener GDP fluorescence polarization, RGS4-accelerated GTP hydrolysis. Potency, µM (highest dose often 114 µM), for the others: at the top dose activity change, negative = inhibition, most hits filed as inhibitors; further: on the % scale 0 is the no-effect control and ±100 the full control effect; nearly all actives have a fitted effect of over 75% in size; some results filed as inactive show a strong effect at the top dose
Target sequence (P49798 whole entry, looked up): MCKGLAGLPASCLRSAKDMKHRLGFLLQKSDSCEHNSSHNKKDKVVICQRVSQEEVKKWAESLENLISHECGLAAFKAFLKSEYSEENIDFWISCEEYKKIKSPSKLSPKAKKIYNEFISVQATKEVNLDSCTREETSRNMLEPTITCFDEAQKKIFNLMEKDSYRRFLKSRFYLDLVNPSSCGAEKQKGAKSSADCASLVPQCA
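MLSMR compounds (23 nl, pin-transferred) preincubated 10 min at room temperature with a 500nM (2x) first reagent, then RGS4 at 900nM (2x) plus Transcreener GDP mix added; fluorescence polarization (620/688 nm) read before and after 90 min at 30 °C.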
ERG-DNA inh: ERG Ets/DNA interaction inhibition; 0.028% of 370,000 active; P11308; fluorescence polarization, His-ERG Ets domain / labelled DNA; Potency, µM (highest dose often 76.9 µM), for inactives: at the highest dose FP activity, negative = inhibition, hits mostly inhibitors; active means well fitted inhibition curve with a large enough effect in the polarisation, with a control signal flat; inconclusive means small, poorly fitted or top-dose-only effect, or effect the other way, or a change in a side signal; inactive means no such curve, though single readings can be large or run the other way; the % refers to the polarisation;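 further: polarization taken with two DNA probes labelled with fluorescein and Texas red; % of control where 0% means no effect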
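His-tagged ERG Ets domain (1 uM in the protein solution; 300mM KCl, 50mM Tris-HCl, 1mM EDTA, 1mM DTT, pH 7.5) received compound, then a probe mix of 5 nM fluorescein-DNA and 100nM Texas-615-DNA. Fluorescence polarization was read for both dyes.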
Tb PGK inh: inhibitors of T. brucei phosphoglycerate kinase | PGK/GAPDH coupled, Kinase-Glo luminescence, 60 min | Potency, µM (titrated, usually from 57.5 µM), without a hit: at the highest dose activity change, negative = inhibition, actives largely listed as inhibitors | 0.043% of 380,000 active | AID 602233; further: on the % scale 0 is the no-effect control and ±100 the full control effect; nearly all actives have a fitted effect of over 60% in size
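Luminescent ATP detection (Kinase-Glo Plus) follows a 60-minute room-temperature incubation, with wells lacking PGK as controls. Buffer: 100 mM TEA (pH 7.6), 5 mM MgCl2, 0.01% Tween-20. Coupling enzyme GAPDH (100 nM final) supplies unstable 1,3-BPG in-well.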
HP1b chromo inh: HP1-beta chromodomain-methylated histone interaction inhibition | P83916 | AlphaScreen HP1-beta / biotin-H3K9me3 peptide binding | Potency, µM (doses to about 114 µM), for the others: top-dose activity change, negative = inhibition, hits mostly inhibitors | 0.56% of 390,000 active; further: nearly all actives have a fitted effect of over 70% in size; inactives centre near 23
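HP1-beta protein (50 nM final) preincubated 30 min at room temperature with biotinylated H3(1-18)K9me3 peptide (50 nM) in PBS pH 7.4, 0.01% Tween-20, then compound added for 30 min. AlphaScreen streptavidin donor/nickel chelate acceptor beads (10 ug/mL final), 30 min dark, luminescence read.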
JMJD2A Tudor: JMJD2A Tudor domain (human) inhibition. O75164. AlphaScreen JMJD2A-Tudor / H3K4me3 peptide binding. Potency, µM (titrated, usually from 114 µM), inactives show top-dose activity change, negative = inhibition, actives largely listed as inhibitors. 4.4% of 390,000 active. AID 504339; further: on the % scale 0 is the no-effect control and ±100 the full control effect; nearly all actives have a fitted effect of over 50% in size
rTrxR1 inhibitor: rat TrxR1 inhibition. O89049. recombinant rTrxR1, NADPH fluorescence consumption, selenite substrate. Potency, µM (doses to about 114 µM), inactives show at the highest dose activity change, negative = inhibition, most hits filed as inhibitors. 1% of 390,000 active. AID 588453; further: on the % scale 0 is the no-effect control and ±100 the full control effect; nearly all actives have a fitted effect of over 65% in size
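Rat TrxR1 (90 nM in the dispensed reagent) was pre-reduced with 400 uM NADPH for 5 min at room temperature, then incubated with compound for 15 min. After 400 uM selenite was added, NADPH fluorescence (Ex 340/Em 450 nm) was followed for 8 min.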
GLS inh: inhibitors of human glutaminase (GLS); GLS enzymatic activity, qHTS titration; Potency, µM (top dose mostly 45.5 µM), for inactives: at the top dose activity change, negative = inhibition, actives largely listed as inhibitors; 0.21% of 410,000 active; further: on the % scale 0 is the no-effect control and ±100 the full control effect
Target sequence (O94925 whole entry, looked up): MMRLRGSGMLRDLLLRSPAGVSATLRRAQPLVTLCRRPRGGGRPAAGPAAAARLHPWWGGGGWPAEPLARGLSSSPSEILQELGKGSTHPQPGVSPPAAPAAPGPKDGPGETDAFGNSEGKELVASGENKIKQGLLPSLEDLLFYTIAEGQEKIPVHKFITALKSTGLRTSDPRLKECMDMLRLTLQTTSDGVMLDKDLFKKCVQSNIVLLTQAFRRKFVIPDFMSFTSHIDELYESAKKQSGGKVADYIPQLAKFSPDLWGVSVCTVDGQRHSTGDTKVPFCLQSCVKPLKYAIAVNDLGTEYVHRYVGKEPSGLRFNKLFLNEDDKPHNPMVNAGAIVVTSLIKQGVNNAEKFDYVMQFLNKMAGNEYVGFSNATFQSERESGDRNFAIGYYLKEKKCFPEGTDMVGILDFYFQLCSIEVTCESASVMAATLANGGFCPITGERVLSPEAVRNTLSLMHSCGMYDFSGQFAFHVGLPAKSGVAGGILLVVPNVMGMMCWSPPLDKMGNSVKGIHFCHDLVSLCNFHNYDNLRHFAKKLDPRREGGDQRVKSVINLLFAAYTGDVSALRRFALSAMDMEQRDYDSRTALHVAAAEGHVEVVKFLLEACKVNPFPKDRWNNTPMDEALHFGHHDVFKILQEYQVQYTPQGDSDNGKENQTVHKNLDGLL
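hKGA in 45 mM KH2PO4 (pH 8.2), 0.02% Tween-20 with compound, then 1mM L-Glutamine (stock as added) plus glutamate oxidase/HRP/Amplex red coupling mix. Fluorescence read initially and after 30 min at RT; signal change reflects glutamate formation.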
ALOX12 inh: blocks human arachidonate 12S-lipoxygenase. purified 12hLO, xylenol orange hydroperoxide absorbance. Potency, µM (highest dose often 108 µM), for inactives: top-dose activity change, negative = inhibition, most hits filed as inhibitors. 1.1% of 580,000 active; further: on the % scale 0 is the no-effect control and ±100 the full control effect
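Purified human 12hLO (150 nM final) in 25 mM Hepes, 0.01% Triton X-100, pH 7.0 was preincubated 15 min at room temperature with compound. Then 40 uM arachidonic acid was added, 30 min. Hydroperoxide was read by Fe-XO absorbance ratio 573/405 nm.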
Pin1 inhibitor: blocks the human prolyl isomerase Pin1 | Q13526 | Pin1 FP peptide displacement, HiFluor488, 10 min | Potency, µM (titrated, usually from 115 µM), inactives show at the highest dose activity, negative = inhibition, actives largely listed as inhibitors | 0.009% of 390,000 active; active means well fitted inhibition curve with a large enough effect in the polarisation, with a control signal flat, not every such curve was filed as active; inconclusive means small, poorly fitted or top-dose-only effect, or effect the other way, or a change in a side signal; inactive means no such curve, though single readings can be large or run the other way; the % refers to the polarisation; further: on the % scale 0 is the no-effect control and ±100 the full control effect
Target sequence (Q13526 whole entry, looked up): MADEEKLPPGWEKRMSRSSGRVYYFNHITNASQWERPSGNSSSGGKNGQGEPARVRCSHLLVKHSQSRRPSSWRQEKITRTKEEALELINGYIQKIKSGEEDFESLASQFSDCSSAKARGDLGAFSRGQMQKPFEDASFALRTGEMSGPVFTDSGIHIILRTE
* hit, by the source's call; i = inactive; ? = inconclusive; nt = no result given; [ ] = dose if it differs, or a comment. Unless noted, the call rests on the fitted dose curve; in most records, active means well fitted curve in the direction sought with a large enough effect; inconclusive means small, poorly fitted or top-dose-only effect, or another doubt; inactive means no such curve, though single readings can be large; an effect the other way counts as inactive or inconclusive. Potency means the concentration at half of the fitted maximal effect.

compound	RGS4 inh	ERG-DNA inh	Tb PGK inh	HP1b chromo inh	JMJD2A Tudor	rTrxR1 inhibitor	GLS inh	ALOX12 inh	Pin1 inhibitor
O=C(Nc1cccc(F)c1)N1CCN(C(=O)c2ccco2)CC1	7%	4%	-3%	25%	-3%	17%	6%	0%	-5%
COC(=O)C1=C(C)NC(=O)NC1c1c(O)ccc2ccccc12 (centres undefined)	-18%	-2%	-10%	36%	-18%	46%[2.29 µM]	-3%	?	-1%
COc1ccc(C)c2sc(=NC(=O)C(C)C)n(C)c12	9%	0%	-3%	-1%	-13%	17%[57.1 µM]	-3%	8%	1%
Cc1ccc2nc(/C(C#N)=C\c3ccc(Oc4ccc(C(F)(F)F)cc4[N+](=O)[O-])cc3)[nH]c2c1	-44%	-6%	-20%	17%	?	-8%	6%	-9%	?
O=C1CCCN2N=C(SCC(=O)Nc3ccc(F)cc3F)SC2=N1	11%	5%	-1%	-15%	-17%	23%	-33%	-2%	0%
OCC1(Cc2ccccc2C(F)(F)F)CCN(Cc2ccc3c(c2)CCO3)CC1	6%	6%	-12%	28%	-6%	12%	-6%	21%	-5%
CN(CC(=O)N1CCCCC1)S(=O)(=O)c1cccc2cccnc12	-10%	-7%	-7%	50%[activator]	1%	17%	-10%	9%	-5%
Cc1cc(C(=O)NNC(=O)c2cccs2)c(C)o1	23%	-4%	7%	30%	-16%	-17%	14%	21%	-2%
O=Cc1c(NCc2ccc(Cl)cc2)c2ccccc2[nH]c1=O	0%	3%	9%	36%	5%	17%	-1%	0%	-3%
CC(Sc1nc2c(c(=O)[nH]1)CCCC2)C(=O)Nc1cc(C(F)(F)F)ccc1Cl (centres undefined)	35%	-3%	nt	3%	-17%	13%	0%	-9%	-4%
NC(=O)CC1(CC(=O)O)CCCCC1	10%	-1%	-2%	25%	-10%	32%	1%	9%	0%
CCOc1cc(/C=N/n2cnnc2)ccc1OS(=O)(=O)c1ccc(C)cc1	-24%	-1%	-1%	-5%	-18%	6%[57.1 µM]	0%	16%	-2%
O=c1[nH]c(SCc2cccc(F)c2)nc2ccccc12	14%	-5%	0%	40%[activator]	-12%	6%	2%	0%	17%
O=C(CN1C(=O)COc2ccc(S(=O)(=O)N3CCOCC3)cc21)NCc1ccc(F)cc1	-36%	2%	-5%	46%[activator]	7%	17%	-1%	-24%	-8%
Cc1cc(NS(=O)(=O)c2c(C)[nH]c(=O)[nH]c2=O)ccc1Br	35%	-9%	-7%	36%[activator]	-16%	8%	6%	21%	3%

(list continues)
compound	RGS4 inh	ERG-DNA inh	Tb PGK inh	HP1b chromo inh	JMJD2A Tudor	rTrxR1 inhibitor	GLS inh	ALOX12 inh	Pin1 inhibitor
COc1ccc(CCNC(=O)c2nnn(-c3ccccc3OC)c2N)cc1OC	-8%[11.4 µM]	4%	-4%	8%	-1%[57.1 µM]	17%[57.1 µM]	-3%	0%	-9%
CC/C(C)=N/NC(=O)c1[nH]c2ccc(C)cc2c1-c1ccccc1	45%	-14%	-10%	33%	-21%	7%	-1%	7%	1%
O=C(C1CCCCC1)N(Cc1cccnc1)c1nc2ccc(F)cc2s1	8%	10%	-8%	4%	-25%	21%[57.1 µM]	-7%	-5%	-8%
CN1CCN(c2nc3c(c(=O)n(C)c(=O)n3C)n2Cc2cccc(Br)c2)CC1	26%	8%	-2%	26%	-10%	14%	3%	11%	1%
Nn1c(SCC(=O)NNC(=O)c2ccccc2)nnc1-c1ccccc1F	8%	4%	-4%	-9%	-24%	3%[57.1 µM]	14%	1%	15%
O=C(NCC(c1ccco1)N1CCN(c2ccc(F)cc2)CC1)C(=O)NC1CCCC1 (centres undefined)	-31%	4%	-3%	4%	-26%	18%	12%	-2%	-2%
O=C(Nc1nc2ccc(S(=O)(=O)N3CCCC3)cc2s1)c1ccco1	-23%	1%	-6%	24%	-24%	-15%	-4%	-18%	9%
Cc1occc1C(=O)N/N=C/c1cccnc1	-14%	-4%	nt	10%	-16%	13%	12%	2%[57.4 µM]	1%
O=C(NCCNC(=O)c1ccco1)c1ccco1	20%	-3%	8%	6%	-7%	7%	12%	-23%	-1%
CCOc1cc(C(=O)NC(C)COC)cc(OCC)c1OCC (centres undefined)	14%	4%	10%	8%	-33%	-12%	-3%	5%	-18%
Cc1cccc(OCC(=O)NNC(=O)c2cc3ccccc3oc2=O)c1	15%	-12%	-5%	38%[activator]	-3%	11%[57.1 µM]	17%	2%	-6%
COC(=O)C(C(=O)Nc1ccccc1C)C1CCCC1 (centres undefined)	-7%	4%	-8%	14%	-8%	2%	5%	0%	1%
CCCCN1CCc2c([nH]c3ccccc23)C1=O	12%	-5%	2%	21%	4%	28%[57.1 µM]	10%	0%	3%
Clc1cccc(Cl)c1Cn1cc(Br)cn1	19%	-2%	-6%	48%	35%	9%	2%	18%	-1%
C=CCN(C(=O)CSC1=NC(=O)CN1C(C)=O)c1nc(C)c(-c2ccccc2)s1	-8%	4%	-6%	8%	?	?	31%[activator]	-8%	8%

Next records follow:
Each structure is followed by: RGS4 inh	ERG-DNA inh	Tb PGK inh	HP1b chromo inh	JMJD2A Tudor	rTrxR1 inhibitor	GLS inh	ALOX12 inh	Pin1 inhibitor
COc1ccc(OC)c(/C=N/NC(=O)c2cc[n+](Cc3ccccc3)cc2)c1
 : -29%	12%	i	20%	-20%	11%[57.1 µM]	-28%	-11%	-4%
O=C(Cn1ccc([N+](=O)[O-])n1)Nc1nccs1
 : 7%	0%	0%	38%	-10%	-4%	-17%	?	-5%
Nc1ccc(S(=O)(=O)N2CCOCC2)cc1
 : -4%	nt	nt	31%	-5%	4%	nt	nt	-4%
CC1CN(C(=O)c2cc3c(=O)n4ccccc4nc3n2C)CC(C)O1 (centres undefined)
 : 23%	-7%	7%	43%[activator]	-2%	-25%	3%	-5%	4%
O=C(CCCNC(=O)c1ccc(Cl)cc1)Nc1nccs1
 : -8%	-13%	i	24%	0%	24%	6%	-6%	-17%
CCOc1ccc(NC(=O)NN2C(C)CCCC2C)cc1 (centres undefined)
 : -5%	0%	0%	-1%	-15%	-11%	17%	0%	1%
COc1ccc(CN2CCN(C(=O)CCC(=O)Nc3nnc(C4CCCCC4)s3)CC2)cc1F
 : 11%[11.4 µM]	-9%	-2%	35%	-24%	-5%	14%	-15%	0%
Cc1cccc(Sc2ccc([N+](=O)[O-])cc2[N+](=O)[O-])n1
 : -15%	?	i	-13%	?	6%[57.1 µM]	2%	-11%	-10%
Cc1ccc(OCCOc2ccc(Br)cc2/C=N\NC(N)=O)cc1
 : -27%	0%	-8%	21%	8%	18%	0%	-3%	-3%
O=C(CCS(=O)(=O)c1ccc(F)cc1)Nc1nc(-c2ccncc2)cs1
 : ?	-9%	-4%	?	-35%	-8%	?	-26%	-1%
COc1ccc(CC(=O)Nc2ccc(S(=O)(=O)Nc3nc(C)cc(C)n3)cc2)cc1
 : -18%	6%	3%	26%	-6%	27%	4%	-6%	15%
O=C(Cn1[nH]c(=O)c2ccccc2c1=O)NCC1COc2ccccc2O1 (centres undefined)
 : -22%	-10%	-4%	41%[activator]	1%	14%	-7%	179%[activator]	-6%
Cc1ccc2nc(/C(C#N)=C\c3ccc(N4CCOCC4)o3)[nH]c2c1
 : ?	127%[activator]	-1%	-3%	-26%	13µM*	16%	?	?
COc1ccc(CN(C)CC(=O)Nc2cc(OC)c([N+](=O)[O-])cc2C)c(OC)c1
 : -11%	1%	-9%	-22%	-32%	-5%	11%	9%	11%
O=C(C(=O)N1CCN(c2ccccc2)CC1)c1cn(CC(=O)N2CCCCCC2)c2ccccc12
 : -5%	-1%	-8%	5%	?	10%	13%	24%	-10%

New compounds follow:
Each structure is followed by: RGS4 inh	ERG-DNA inh	Tb PGK inh	HP1b chromo inh	JMJD2A Tudor	rTrxR1 inhibitor	GLS inh	ALOX12 inh	Pin1 inhibitor
CCc1ccccc1NC(=O)CN(C)C(=O)c1cc(C2CC2)nc2c1cnn2C(C)C
 : -11%	7%	i	44%	-1%	7%	1%	?	3%
Cc1ccc(SCCNC(=O)c2ccccc2)cc1
 : -16%	-9%	1%	52%[activator]	5%	16%[57.1 µM]	-2%	-17%	-7%
CCOC(=O)CC(=O)CSc1nc(N)c(C#N)c(-c2ccc(Cl)cc2)c1C#N
 : 22%	-12%	-4%	20%	-9%	15%	-2%	-25%	?
CCOC(=O)/C(=C/C=C1\Sc2ccccc2N1CC)C(C)=O
 : -9%	12%	i	7%	-33%	-19%	0%	nt	?

Laid out differently: entries from further up.
Cc1ccc(SCCNC(=O)c2ccccc2)cc1
  RGS4 inh: -16%
  ERG-DNA inh: -9%
  Tb PGK inh: 1%
  HP1b chromo inh: 52%[activator]
  JMJD2A Tudor: 5%
  rTrxR1 inhibitor: 16%[57.1 µM]
  GLS inh: -2%
  ALOX12 inh: -17%
  Pin1 inhibitor: -7%
CCOC(=O)CC(=O)CSc1nc(N)c(C#N)c(-c2ccc(Cl)cc2)c1C#N
  RGS4 inh: 22%
  ERG-DNA inh: -12%
  Tb PGK inh: -4%
  HP1b chromo inh: 20%
  JMJD2A Tudor: -9%
  rTrxR1 inhibitor: 15%
  GLS inh: -2%
  ALOX12 inh: -25%
  Pin1 inhibitor: ?

Some of the compounds tested (hit frequency here may not be typical).
